pPAFAH FP inh: pPAFAH (human) enzyme inhibition; recombinant pPAFAH, FP-rhodamine probe fluorescence polarization; inhibition, % at 3.39 µM; actives 1.5% (n = 330,000); AID 463082;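 active means inhibition above the mean inhibition across the screen plus 3 SD, cut at about 25% in these data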;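 further: inhibitors block binding of the rhodamine activity-based probe so polarization drops; 0% = enzyme with DMSO and 100% = wells lacking pPAFAH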
Target sequence (Q13093 whole entry, looked up): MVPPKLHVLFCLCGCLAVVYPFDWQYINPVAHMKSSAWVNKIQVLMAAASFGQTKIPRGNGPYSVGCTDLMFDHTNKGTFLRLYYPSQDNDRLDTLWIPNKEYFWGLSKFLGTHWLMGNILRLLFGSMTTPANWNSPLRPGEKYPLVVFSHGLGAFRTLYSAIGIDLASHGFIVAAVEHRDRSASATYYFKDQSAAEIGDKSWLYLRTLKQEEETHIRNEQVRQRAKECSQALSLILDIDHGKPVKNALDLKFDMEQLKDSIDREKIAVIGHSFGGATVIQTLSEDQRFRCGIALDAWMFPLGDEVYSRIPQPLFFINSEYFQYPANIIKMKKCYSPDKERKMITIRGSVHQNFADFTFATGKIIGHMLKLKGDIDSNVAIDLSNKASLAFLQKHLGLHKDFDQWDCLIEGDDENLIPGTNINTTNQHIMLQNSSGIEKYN
PAFAH1B2 FP inh: PAFAH1B2 (human) inhibition; recombinant PAFAH1B2, FP-rhodamine activity probe, fluorescence polarization; inhibition, % at 3.39 µM; actives 1.2% (n = 340,000);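 active means inhibition above the mean of all tested compounds plus 3 SD, cut at about 24% in these data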;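 further: 0% = enzyme with DMSO and 100% = wells lacking PAFAH1B2; many of its hits are not listed in these tables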
Target sequence (P68402 whole entry, looked up): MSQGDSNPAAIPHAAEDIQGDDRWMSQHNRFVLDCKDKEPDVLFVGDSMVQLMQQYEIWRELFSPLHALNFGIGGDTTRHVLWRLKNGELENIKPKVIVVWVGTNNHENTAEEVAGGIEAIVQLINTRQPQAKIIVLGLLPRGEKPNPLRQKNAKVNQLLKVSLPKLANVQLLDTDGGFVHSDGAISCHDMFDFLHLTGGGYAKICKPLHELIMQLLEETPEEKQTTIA
GSTO1 counter: counter-screen for RBBP9 inhibitors: inhibitors of human GSTO1; actives 1.1% (n = 300,000); recombinant GSTO1, activity-based probe fluorescence polarization; P78417; inhibition, % at 5.96 µM; AID 1974;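 active means inhibition above the campaign mean inhibition plus 3 SD, cut at about 35% in these data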;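 further: 0% = GSTO1-1 with DMSO and 100% = wells lacking GSTO1-1 enzyme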
PME-1 inh: blocks human protein phosphatase methylesterase 1; Q9Y570; actives 0.53% (n = 320,000); AID 2130; inhibition, % at 5.9 µM; recombinant PME-1, FP-Rh probe fluorescence polarization;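 active means inhibition above the campaign mean of all compounds plus 3 SD, cut at about 26% in these data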;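 further: competitive labeling of PME-1 active site by serine hydrolase directed probe; 0% = PME-1 with DMSO and 100% = wells lacking PME-1 enzyme; inhibitors block probe labeling so polarization falls and inhibition rises; many of its hits are not listed in these tables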
PAFAH2 inh: inhibitors of human PAFAH2 | Q99487 | inhibition, % at 3.39 µM | actives 0.99% (n = 340,000) | recombinant PAFAH2, FP-rhodamine activity probe, fluorescence polarization;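 active means inhibition above the mean over all tested compounds plus 3 SD, cut at about 30% in these data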;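 further: inhibitors block probe labeling of enzyme so polarization drops; 0% = enzyme with DMSO and 100% = wells lacking PAFAH2 protein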
LYPLA1 inh: LYPLA1 (human) inhibition in PME1 counter-screen. O75608. recombinant LYPLA1, FP-Rh probe fluorescence polarization. inhibition, % at 5.9 µM. actives 0.16% (n = 320,000);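 active means inhibition above the mean of all tested compounds plus 3 SD, set per campaign, cut at about 14% in these data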;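 further: inhibitors block serine hydrolase probe labeling of LYPLA1 so polarization falls; 0% = enzyme with DMSO and 100% = wells lacking LYPLA1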
Fam108B counter: Fam108B inhibition, counter-screen for RBBP9 inhibitors; recombinant Fam108B, FP-Rh probe fluorescence polarization; inhibition, % at 9.51 µM; actives 0.33% (n = 300,000);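 active means inhibition above the screen mean inhibition plus 3 SD, computed separately per campaign, cut at about 18% in these data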;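 further: inhibitors lower polarization as less probe binds the enzyme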
PAFAH1B3 FP inh: inhibitors of human PAFAH1B3. Q15102. recombinant PAFAH1B3, FP-rhodamine probe, fluorescence polarization. inhibition, % at 3.39 µM. actives 0.28% (n = 340,000);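 active means inhibition above the screen-wide average of all tested compounds plus 3 SD, cut at about 25% in these data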;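 further: 0% = enzyme with DMSO only and 100% = wells lacking PAFAH1B3 protein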
Target sequence (Q15102 whole entry, looked up): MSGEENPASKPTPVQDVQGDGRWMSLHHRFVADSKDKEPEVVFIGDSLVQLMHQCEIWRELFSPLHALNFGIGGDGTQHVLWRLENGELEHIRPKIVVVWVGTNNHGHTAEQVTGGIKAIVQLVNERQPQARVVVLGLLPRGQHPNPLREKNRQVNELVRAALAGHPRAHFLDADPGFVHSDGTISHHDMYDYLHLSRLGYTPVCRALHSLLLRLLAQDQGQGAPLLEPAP
PAD4 FP inh: PAD4 (human) enzyme inhibition; Q9UM07; recombinant PAD4, RCA probe fluorescence polarization; inhibition, % at 6.36 µM; actives 0.41% (n = 330,000); AID 485272;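 active means percent inhibition above a cutoff equal to the mean of all tested compounds plus 3 SD, cut at about 15% in these data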;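 further: 0% = PAD4 with RCA probe and DMSO and 100% = probe without PAD4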
The depositor's hits bear a star; · = no result given. A portion of the library; rates above refer to the full screens.

SMILES	pPAFAH FP inh	PAFAH1B2 FP inh	GSTO1 counter	PME-1 inh	PAFAH2 inh	LYPLA1 inh	Fam108B counter	PAFAH1B3 FP inh	PAD4 FP inh
COc1ccc(C2c3[nH]c4ccccc4c3CCN2C(=O)c2cn3ccccc3n2)c(F)c1 (stereo not drawn)	4	0	-6	5	-4	-3	-4	5	-6
CC(C)c1ccc(/C=C2\C(=N)N3N=C(CC(=O)N4CCCCC4)SC3=NC2=O)cc1	2	12	6	0	1	-2	0	7	2
CC(NC(=O)COC(=O)/C=C/c1cccc(C(F)(F)F)c1)c1ccccc1 (stereo not drawn)	3	-2	6	13	16	2	0	5	-2
O=C1OC(N2C(=O)CC[C@H]2C(=O)Nc2ccc(Br)cc2F)c2ccccc21 (stereo partly drawn)	-2	5	-6	3	2	0	1	2	-1
CCn1c(=S)sc2c(=O)n(CC(=O)Nc3cccc(OC)c3)c(C)nc21	6	0	5	0	-2	3	2	10	-1
CCOC(=O)C1C(=O)CC(C)(O)C(C(=O)OCC)C1c1ccccc1OC (stereo not drawn)	5	3	0	-2	-2	-1	-2	6	2
Oc1c(Br)cc(C=Nc2ccc3nc(-c4ccccc4)[nH]c3c2)c(O)c1Br	44*	·	53*	35*	·	-23	33*	·	37*
COc1ccc(C(C)=O)cc1CSc1nc2ccccc2c(=O)n1-c1ccccc1	0	-1	5	-8	5	2	0	-1	-1
C/C(=N\OCC(=O)Nc1c(C)cc(C)cc1C)c1ccc2c(c1)OCCO2	6	1	-3	2	9	1	1	-3	-1
Cc1c(C(=O)NCCSCc2ccco2)cccc1[N+](=O)[O-]	6	0	-1	2	10	-3	9	2	-3
Cc1ccc(C(C(=O)NCc2ccccc2)N(C(=O)c2csnn2)c2cccc3ccccc23)o1 (stereo not drawn)	8	7	12	2	-3	0	-3	3	1
COc1ccc(-c2csc(NC(=O)C3COc4ccccc4O3)n2)cc1OC (stereo not drawn)	6	4	-8	-1	5	-10	6	3	-4
O=C(Nc1ccc(S(=O)(=O)N2C[C@@H]3C[C@@H](C2)c2cccc(=O)n2C3)cc1)c1ccc(F)cc1	4	0	·	14	-8	2	·	9	1
COc1cccc(N2CCN(CC(=O)Nc3ccccc3C(=O)NCCc3ccccc3)CC2)c1	12	1	·	-4	-3	-3	·	3	-1
CSc1ccccc1NC(=O)c1cccs1	1	2	-1	-5	4	-2	5	4	-2
CN1CCN(S(=O)(=O)c2csc(C(N)=O)c2)CC1	4	1	-1	1	3	1	0	0	0
COc1ccccc1CCC(=O)NNC(=O)c1ccccc1	-3	0	4	-2	-4	0	4	-5	-1
Cc1cc(NC(=O)CSc2nnc(-c3ccoc3C)n2N)no1	0	4	2	2	10	-3	-4	4	-2
O=c1c2cc(-c3ccccc3)sc2nc2n1N=C(c1cccs1)CS2	1	·	-1	-7	·	-6	-12	·	3
O=C(c1ccc2ccccc2c1)N1CCN(c2ccc(C(F)(F)F)cn2)CC1	2	3	3	6	3	3	2	6	0
COc1ccc2oc(C(=O)c3ccccc3)c(NC(=O)CN3CCN(C)CC3)c2c1	-1	2	-3	0	3	-1	-2	5	-4
COc1ccc(/C=C(\NC(=O)c2ccccc2)C(=O)N2CCN(C)CC2)cc1	5	1	0	0	-4	-1	1	-9	-3
COC(=O)CN1C(=O)N/C(=C/c2ccc(OC)cc2)C1=O	6	0	9	7	-6	-5	3	11	-3
COc1ccc(OCc2cc(C(=O)NCCCc3ccccc3)no2)c(Cl)c1	6	8	0	-5	-3	-7	-7	2	0
O=C(CSc1nnc(-c2ccccc2)c(-c2ccccc2)n1)NC1CCS(=O)(=O)C1 (stereo not drawn)	1	4	7	-1	5	0	2	5	-6
Cc1ccn(CC(=O)N2CCCC(C(=O)c3cccc4ccccc34)C2)n1 (stereo not drawn)	1	2	6	2	0	-1	-2	6	0
COc1ccccc1CCNC(=O)C(=O)Nc1cc2c3c(c1)C(C)C(=O)N3CCC2 (stereo not drawn)	17	6	0	0	7	-1	7	3	-5
CC(C)CC(=O)N1CCN(C(=O)c2ccco2)CC1	-1	3	6	2	-4	1	2	2	0
CCOc1ccccc1N(CC(=O)N1CCC(C(N)=O)CC1)S(=O)(=O)c1ccc(SC)cc1	1	1	1	6	4	1	5	8	-2
COc1ccc(NC(C)=O)cc1NC(C)C(=O)Nc1ccc(F)c(F)c1F (stereo not drawn)	3	1	5	-2	-2	1	-4	2	3

7 neighbouring entries out of the list so far, quoted:
SMILES	pPAFAH FP inh	PAFAH1B2 FP inh	GSTO1 counter	PME-1 inh	PAFAH2 inh	LYPLA1 inh	Fam108B counter	PAFAH1B3 FP inh	PAD4 FP inh
COc1ccc(C(C)=O)cc1CSc1nc2ccccc2c(=O)n1-c1ccccc1	0	-1	5	-8	5	2	0	-1	-1
C/C(=N\OCC(=O)Nc1c(C)cc(C)cc1C)c1ccc2c(c1)OCCO2	6	1	-3	2	9	1	1	-3	-1
Cc1c(C(=O)NCCSCc2ccco2)cccc1[N+](=O)[O-]	6	0	-1	2	10	-3	9	2	-3
Cc1ccc(C(C(=O)NCc2ccccc2)N(C(=O)c2csnn2)c2cccc3ccccc23)o1 (stereo not drawn)	8	7	12	2	-3	0	-3	3	1
COc1ccc(-c2csc(NC(=O)C3COc4ccccc4O3)n2)cc1OC (stereo not drawn)	6	4	-8	-1	5	-10	6	3	-4
O=C(Nc1ccc(S(=O)(=O)N2C[C@@H]3C[C@@H](C2)c2cccc(=O)n2C3)cc1)c1ccc(F)cc1	4	0	·	14	-8	2	·	9	1
COc1cccc(N2CCN(CC(=O)Nc3ccccc3C(=O)NCCc3ccccc3)CC2)c1	12	1	·	-4	-3	-3	·	3	-1

Additional compounds
SMILES	pPAFAH FP inh	PAFAH1B2 FP inh	GSTO1 counter	PME-1 inh	PAFAH2 inh	LYPLA1 inh	Fam108B counter	PAFAH1B3 FP inh	PAD4 FP inh
CON(C)c1nc(OCC#N)nc(N(C)C)n1	3	4	-4	3	4	5	1	3	4
Cc1cccc(NC(=O)CSc2nnc(CNC(=O)c3ccco3)o2)c1	4	6	2	2	4	4	-1	3	-7
O=C(CN1C2=NCCN2c2ccccc21)c1ccc(Br)cc1	-4	2	13	-6	-2	1	-4	5	-5
COc1ccc(NC(=O)C(C)NS(=O)(=O)c2ccccc2)cc1Cl (stereo not drawn)	-3	2	8	-13	4	0	-4	-2	-11
CCCN1C(=O)C(O)(CC(=O)c2cccc(OC)c2)c2ccccc21 (stereo not drawn)	6	0	3	5	9	1	3	-4	4
COc1ccc(Nc2nc(-c3cc4cccc(OC)c4oc3=O)cs2)cc1	12	0	-3	19	-2	-7	6	-2	-1
CC(=O)c1cccc(NC(=O)Cc2cccs2)c1	20	-3	-4	-3	6	1	-3	-3	-5
O=C(Nc1cccc(S(=O)(=O)NC2=NCCC2)c1)c1cc(-c2ccccn2)nc2ccccc12	-3	3	-1	-6	-6	-5	-2	-4	3
COc1ccccc1-c1ccc(=O)n(CC(=O)NCc2ccc3c(c2)OCO3)n1	1	-1	7	-1	-1	-4	6	11	0
Cc1ccc(OCCCn2c(CO)nc3ccccc32)cc1	12	-3	-2	-2	-3	3	-7	0	-5
Cc1ccsc1C(=O)OCC(=O)Nc1ccc(Cl)cc1C(F)(F)F	33*	3	-2	-2	51*	3	0	1	-1
CNC(=O)COC(=O)c1ccccc1Nc1ccccc1	4	1	4	3	4	3	1	14	-2
Cc1nn(-c2ccccc2)c(C)c1C(=O)NCc1ccc(S(N)(=O)=O)cc1	5	-3	0	-3	7	3	2	-3	-1
NS(=O)(=O)c1ccc(NC(=O)c2cc(Cl)ccc2Cl)cc1	1	-3	-4	4	-1	-2	-8	7	-9
CN(C)CCNC(=O)C(c1ccccc1)c1ccccc1	3	6	11	3	-3	3	4	6	1
COc1cccc(OC)c1/C=C/C(=O)NC1CCCCC1	-1	1	0	-4	0	-1	-2	-4	2
COc1cc(OC)cc(C(=O)Nc2ccc(S(=O)(=O)Nc3ncccn3)cc2)c1	1	0	7	2	6	0	-1	9	2
N#C/C(C(=O)c1ccccc1)=C1/CCCCCN1	2	-2	5	1	-4	1	5	1	-2
CCC(C)OC(=O)C1=C(C)NC(=O)NC1c1ccc(F)cc1 (stereo not drawn)	3	13	-9	-1	6	5	-3	-1	1
Cc1ccc2nc(NC(=O)c3ccc(Cl)s3)sc2c1	-3	4	-3	-11	-8	1	-4	2	-2
CSc1ccccc1NC(=O)COc1ccc(Cl)cc1Cl	-1	4	2	-6	-2	-1	-1	5	-5
Cc1ccc(N2C(=O)Nc3ccc(Br)cc3C2(O)C(=O)NCCCN(C)C)cc1C (stereo not drawn)	-2	1	2	1	-2	-1	0	0	3
C=CC[C@@H](CC(=O)N(CCO)Cc1ccccc1)C(=O)NCCOC(=O)[C@@H](CC=C)Cc1ccc(F)cc1	4	13	·	·	5	·	·	6	-2
CC(C)N(Cc1ccccc1)C(=O)C1CCN(c2ncnc3c2nc2n3CCCCC2)CC1	-1	21	6	0	3	0	-2	-2	4
Cc1ccc(-c2ccc(NC(=O)C3C4C=CC(C4)C3C(=O)O)cc2)o1 (stereo not drawn)	2	4	3	8	-1	-2	1	1	-7
Cc1ccc(SCC(=O)Nc2ccc(-c3nc4ccccc4[nH]3)cc2)cc1	-3	0	-2	-2	1	-2	-12	8	-3
CCN(CC)C(=O)CSc1nc(C)cc(C)c1C#N	0	6	1	0	-4	-2	0	0	1
CCc1cc2c(N3CCCCC3)ncnc2s1	7	5	-8	2	-2	-5	5	3	-1
Cc1ccccc1OCC(=O)OCC(=O)NCCNC(=O)COC(=O)COc1ccccc1C	7	2	10	-3	0	-1	2	-4	1
CCOc1ccc(S(=O)(=O)N(CC(=O)N/N=C/c2cccs2)c2ccc(C)cc2)cc1	4	-4	-5	-8	-6	-13	-1	-8	-8
O=C(N/N=C/c1ccccn1)c1cccc(S(=O)(=O)Nc2ccccc2Cl)c1	6	8	12	5	7	-1	5	7	1

PAFAH2 inh, entries above that show a hit.
canonical_smiles,pPAFAH FP inh,PAFAH1B2 FP inh,PME-1 inh,PAFAH2 inh,PAFAH1B3 FP inh,PAD4 FP inh
Cc1ccsc1C(=O)OCC(=O)Nc1ccc(Cl)cc1C(F)(F)F,33*,3,-2,51*,1,-1

Screening results: PubChem, The Scripps Research Institute Molecular Screening Center
